p53ts 32C tox: p53ts cell cytotoxicity, permissive temperature; H1299-p53A138V at 32C, ATP luminescence viability, 24 h; Potency, µM (series often up to 46.1 µM), for inactives: at the highest dose activity change, negative = cytotoxicity, hits mostly cytotoxic; hit rate 0.93% among 130,000;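 also: 0% = DMSO and -100% = full killing by reference compound; nearly all actives have a fitted effect of over 55% in size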
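Viability by ATPlite luminescence after 24 h compound treatment (up to 46 uM) at the permissive 32C. Cells are H1299 carrying p53 A138V. Scale runs from DMSO basal to 100 uM tamoxifen as full kill; AC50 from Hill fits.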
IkB sig inh: suppresses IkB signaling in ABC-DLBCL reporter cells; hit rate 0.04% among 110,000; Potency, µM (top dose mostly 57.1 µM), inactives show at the highest dose IkBa stabilization activation; ABC-DLBCL IkBa-CBG/CBR dual luciferase ratio, 4 h; response scale: scaled: untreated 0%, proteasome inhibitor 100%; active = well fitted curve in the direction sought with a large enough effect in the signal ratio, not every such curve was filed as active; inconclusive = small, poorly fitted or top-dose-only effect, or a change in a side signal; the % refers to the signal ratio;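 also: the direction sought is a rising ratio; 0% = basal untreated cells and 100% = reference inhibitor full response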
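Luminescence ratio of IκBα-fused green versus native red beetle luciferase in OCI-Ly3 cells, 4 h post-doxycycline with compound; red signal alone, scaled from basal (0%) to zero light (-100%), flagged nonspecific or cytotoxic effects.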
p53ts 39C tox: cytotoxicity in p53ts cells at nonpermissive temperature; H1299-p53A138V viability at 39C, ATP luminescence, 24 h; Potency, µM (highest dose often 46.1 µM), inactives show top-dose activity change, negative = cell killing, usual class: cytotoxic; hit rate 1.5% among 130,000; also: nearly all actives have a fitted effect of over 55% in size
Peg3 imprint: inducers of genomic imprint erasure in mouse ES cells. mouse ES Peg3-LacZ reporter, beta-gal luminescence, 40 h. Potency, µM (doses to about 60.7 µM), for the others: at the highest dose activity change, positive = activation, actives largely listed as activators. hit rate 0.02% among 110,000;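 also: 0% = negative control wells on the plate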
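Imprint erasure is scored as LacZ activity from the silenced maternal Peg3 allele in feeder-free female ES cells cultured 40 h with LIF. Luminescence is normalized to in-plate negative controls and fitted to the Hill equation.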
* hit, by the source's call; ? = inconclusive; nt = no result given; [ ] = remark or other dose. Unless noted, calls follow the shape of the dose curve; as a rule, active = well fitted curve in the direction sought with a large enough effect; inconclusive = small, poorly fitted or top-dose-only effect, or another doubt; inactive = no such curve, though single readings can be large; an effect the other way counts as inactive or inconclusive. Unless noted, % is scaled to controls: 0 for no effect and ±100 for the full control effect; potency is read from the fitted curve at half-maximal effect.

| SMILES | p53ts 32C tox | Peg3 imprint | IkB sig inh | p53ts 39C tox |
| --- | --- | --- | --- | --- |
| CN1CCN(c2ncc3nc(-c4ccccc4)c(=O)n(C)c3n2)CC1 | 1% | 10µM* | -2.4%[11.4 µM] | -6% |
| Cc1ccc(NC(=O)CSc2cn(CC(=O)N3CCCC3)c3ccccc23)cc1Cl | 1% | 8%[10.9 µM] | ? | -11% |
| COc1ccc(NC(=O)c2oc3ccccc3c2NC(=O)Cc2coc3ccc(C)cc23)cc1 | -13% | -14%[10.9 µM] | 0.2% | -20% |
| COc1ccc(NC(=O)C2Cc3ccccc3CN2C(=O)c2ccccc2)cn1 (configuration not stated) | -2% | -12% | -1.4% | -1% |
| O=C(c1ccc(N2CCCC2=O)cc1)N1CCCCCC1 | -3% | 0% | -1.0% | -8% |
| CCCCN(C(=O)CN1C(=O)C2CC=CCC2C1=O)c1c(N)n(CCC)c(=O)[nH]c1=O (configuration not stated) | -1% | 6% | -0.2% | -2% |
| Cc1cc(C)n2nc(SCC(=O)c3ccc[nH]3)nc2n1 | 4% | -4% | 0.9% | -2% |
| CCOc1cccc2c1OC1(C)CC2NC(=O)N1c1cccc(F)c1 (configuration not stated) | -10% | -4% | 1.8% | 7% |
| O=C(CSc1nnc(-c2cccnc2)n1CCc1ccccc1)NCc1ccccc1 | 3% | nt | nt | 16% |
| Cn1nnnc1SCc1ccc(C(=O)Nc2nccs2)cc1 | ? | -40%[inhibitor] | -1.0% | 5µM* |
| Cc1ccc(S(=O)(=O)NC(C(=O)OCC(=O)NC(=O)c2cccn2C)C(C)C)cc1 (configuration not stated) | 6% | 1% | 1.5% | -7% |
| Cc1cccc(C(=O)Oc2ccc(/C=N/O)cc2)c1 | 9% | nt | nt | 10% |
| O=[N+]([O-])c1cc(-c2nc(-c3ccccc3)no2)ccc1NCCc1ccccc1 | 0% | -11%[10.9 µM] | ? | 17% |
| COc1ccc(CCNC(=O)COc2ccc(S(=O)(=O)N3CCOCC3)cc2)cc1OC | 2% | -17% | -0.4% | 3% |
| CCCCc1nc2ccccc2n1Cc1nnc2n1-c1ccccc1SC2 | -3% | -8% | 2.3% | 4% |
| Cc1cc(C)n2nc(CNC(=O)c3ccc(Cl)cc3)nc2n1 | 3% | 2%[10.9 µM] | 0.0% | 10% |
| Cc1cc(NC(=O)C2CCC(CNS(=O)(=O)c3ccc(Br)s3)CC2)ccc1Br (configuration not stated) | -23% | -9%[10.9 µM] | -1.1% | ? |
| O=c1c(-c2ccc(Cl)cc2)nc2cnc(N3CCNCC3)nc2n1CCc1ccccc1 | ? | -35%[inhibitor] | -2.2%[11.4 µM] | ? |
| COc1ccc(N2CCn3c2nc2c3c(=O)n(CCc3ccccc3)c(=O)n2C)cc1 | 9% | -9% | 4.3% | 0% |
| Cc1cccc(NC(=O)c2ccc3snnc3c2)c1 | -26% | -18%[10.9 µM] | 2.8% | ? |
| CCc1c(C)sc(NC(=O)c2ccc(Br)o2)c1C(=O)OC | 2% | -3% | -2.0% | -11% |
| COCCCn1c(-c2ccc(S(=O)(=O)N3CCOCC3)cc2)csc1=Nc1ccccc1 | -8% | -6%[10.9 µM] | ? | 2% |
| Cc1cc(Nc2cc(Cl)ccc2C)n2nc(Cc3ccccc3)nc2n1 | 17% | -5%[10.9 µM] | ? | -22% |
| COc1cccc(-c2nnc(SCC(=O)Nc3cc(C)on3)o2)c1 | ? | -82%[inhibitor] | 2.1% | ? |
| CC(C)OC(=O)c1c(NC(=O)c2cccs2)sc2c1CCCC2 | 5% | -1% | 4.4% | 5% |
| COc1cc([C@H](O)C(=O)O)ccc1O | -17% | nt | -1.8% | 13% |
| COc1cccc(C(=O)N2CCCCC2CCN2CCCCC2)c1 (configuration not stated) | -2% | -20%[10.9 µM] | -0.2% | -18% |
| C[C@@](O)(CNS(=O)(=O)c1ccccc1)c1ccccc1 | -16%[9.22 µM] | 11%[10.9 µM] | 2.6%[11.4 µM] | 5%[9.22 µM] |
| CN(C)c1ccc(NC(=O)Cn2c(SCc3ccc(F)cc3)nc3cccnc32)cc1 | 1% | -20%[10.9 µM] | -0.2% | -27% |
| CCN(CC)c1ccc(NC(=O)CN2C(=O)CC(C)(C)S(=O)(=O)c3ccccc32)c(C)c1 | -5% | -14% | 0.8% | -1% |

Shown with two lines to a compound: part of the list above.
Values run as follows: p53ts 32C tox, Peg3 imprint, IkB sig inh, p53ts 39C tox
COc1ccc(NC(=O)c2oc3ccccc3c2NC(=O)Cc2coc3ccc(C)cc23)cc1
    -13%, -14%[10.9 µM], 0.2%, -20%
COc1ccc(NC(=O)C2Cc3ccccc3CN2C(=O)c2ccccc2)cn1 (configuration not stated)
    -2%, -12%, -1.4%, -1%
O=C(c1ccc(N2CCCC2=O)cc1)N1CCCCCC1
    -3%, 0%, -1.0%, -8%
CCCCN(C(=O)CN1C(=O)C2CC=CCC2C1=O)c1c(N)n(CCC)c(=O)[nH]c1=O (configuration not stated)
    -1%, 6%, -0.2%, -2%
Cc1cc(C)n2nc(SCC(=O)c3ccc[nH]3)nc2n1
    4%, -4%, 0.9%, -2%
CCOc1cccc2c1OC1(C)CC2NC(=O)N1c1cccc(F)c1 (configuration not stated)
    -10%, -4%, 1.8%, 7%
O=C(CSc1nnc(-c2cccnc2)n1CCc1ccccc1)NCc1ccccc1
    3%, nt, nt, 16%

(cont.)
| SMILES | p53ts 32C tox | Peg3 imprint | IkB sig inh | p53ts 39C tox |
| --- | --- | --- | --- | --- |
| CCOc1ccc(-c2c(C)nn3c(C)c(C(=O)NCc4cccc(OC)c4)cnc23)cc1OCC | -3% | -9%[10.9 µM] | -2.2% | 5% |
| O=C1C2C3C=CC(C3)C2C(=O)N1c1nccs1 (configuration not stated) | 3% | -21% | 1.2% | 3% |
| Cc1ccc(NC(=O)CSc2nnc(Cc3cccn3C)n2-c2ccc(F)cc2)cc1 | 8% | -15% | 3.5% | 2% |
| COc1cccc(CNS(=O)(=O)c2c(C)nc3scc(C)n3c2=O)c1 | 3% | -4%[10.9 µM] | -0.8% | -1% |
| CCN(CCCNC(=O)c1nn(-c2ccc(OC)cc2)c(=O)c2c1c1ccccc1n2C)c1cccc(C)c1 | 3% | -11%[10.9 µM] | -1.3% | -23% |
| CC(C)CC1NC(=O)N(CC(=O)c2ccc3c(c2)OCCO3)C1=O (configuration not stated) | -13% | 15% | -1.3% | -18% |
| CC(C)Cn1c(-c2ccccc2F)n[nH]c1=S | 4% | -6% | 1.2% | -1% |
| Cc1cccc(-c2nc3c4ccccc4nc(N4CCN(c5ccccc5F)CC4)n3n2)c1 | 12% | 17%[10.9 µM] | -2.9% | -11% |
| CC(=O)NCCNc1nc(-c2ccccc2Cl)nc2ccccc12 | -8% | -10% | -1.4%[11.4 µM] | -15% |
| COc1cccc(C(c2c(O)cc(C)n(Cc3ccco3)c2=O)N2CCN(c3ccccc3)CC2)c1 (configuration not stated) | 4% | -8%[10.9 µM] | ? | -19% |
| CCC1CCCCN1C(=O)c1sc(-n2nc(C)c(Cc3ccccc3)c2C)nc1C (configuration not stated) | 1% | -13%[10.9 µM] | ? | 12% |
| CC(=O)Nc1ccc(C2NC(=O)c3ccccc3O2)cc1 (configuration not stated) | 10% | -4% | -1.1% | 5% |
| CCOc1ccc(C(=O)Nc2ccc3oc(-c4ccncc4)nc3c2)cc1 | -1% | -11%[10.9 µM] | 4.5% | 7% |
| Cc1ccc(C(=O)C2CCNCC2)cc1 | -9% | -48%[inhibitor] | -4.0% | -7% |
| Cc1ncc(CO)c2c1Oc1nc(-c3ccc(Cl)cc3)nc(SCC(=O)N3CCCCC3)c1C2 | 7% | -11%[10.9 µM] | ? | -19% |
| CC(C)Sc1nc(N)c2c3c(sc2n1)CN(C)CC3 | 7% | -22% | 2.1% | 5% |
| CCCOc1ccc(N2C(=O)CC(N3CCC(c4nncn4CC)CC3)C2=O)cc1 (configuration not stated) | -1% | 3% | 1.7% | 5% |
| O=C1c2oc3ccccc3c(=O)c2C(c2cccs2)N1CCCN1CCOCC1 (configuration not stated) | 2% | 6% | 11% | -8% |
| COc1ccc(C)cc1-n1nnnc1SCc1nc2ccccc2s1 | -1% | -11% | ? | -14% |
| Cc1cn(C(=O)c2ccccc2)c(=S)n1-c1ccc(Cl)cc1 | 1% | nt | nt | -16% |
| N#Cc1c[nH]n2c(NC3CCCC3)c(-c3cccc(Cl)c3)nc12 | -2% | -4%[10.9 µM] | ? | 0% |
| O=C(CCCN1C(=O)c2ccccc2C1=O)Nc1nncs1 | 0% | 7% | 1.1% | 4% |
| Cc1cccc(NC(=O)CSc2ccc(-c3sc(-c4ccccc4)nc3C)nn2)c1C | -1% | -17%[10.9 µM] | -0.5% | -8% |
| Cc1ccnc2nc(C(=O)NC3=NCCS3)nn12 | -1% | -8% | -1.4% | -3% |
| CCN1CCN(C(=O)c2cc3c(=O)n4ccccc4nc3n2Cc2ccccc2)CC1 | 13µM* | -88%[inhibitor] | 0.6% | 13µM* |
| C=CCN1C(=NC(=O)CCCC(=O)O)SC2CS(=O)(=O)CC21 (configuration not stated) | -7% | 11% | -0.1% | 4% |
| C/C(=N\Nc1ccc([N+](=O)[O-])cc1)c1ccc(-n2nncc2C(C)(C)C)cc1 | -11% | nt | nt | -10% |
| O=C(Nc1ccc(OCc2cc(=O)n3ccsc3n2)cc1)c1ccc(F)cc1 | 5% | -6%[10.9 µM] | 1.1% | -9% |
| CCCn1cc(C(CC(=O)O)C(=O)O)c2ccccc21 (configuration not stated) | 15% | -1% | 3.8% | 10% |
| COc1ccc(S(=O)(=O)N2CCN(c3cccc(C)c3C)CC2)cc1 | -6% | -16% | 8.7% | 2% |

More entries.
| SMILES | p53ts 32C tox | Peg3 imprint | IkB sig inh | p53ts 39C tox |
| --- | --- | --- | --- | --- |
| O=C(Nc1ccc2c(c1)ncn2-c1ccccc1)c1ccco1 | -22% | 2% | ? | ? |
| CCOc1ccc(C(=O)OCC(=O)NCc2ccco2)cc1OCC | 11% | -12% | 0.4% | 5% |
| CCc1ccc(NC(=O)CC2C(=O)N(c3ccc(Cl)cc3)C(=O)N2Cc2ccco2)cc1 (configuration not stated) | -28% | 11%[10.9 µM] | -3.4% | ? |
| O=c1[nH]c2ccc(S(=O)(=O)Nc3ccc(-c4nnc5n4CCCCC5)cc3)cc2o1 | -4% | 13% | ? | -5% |
| O=S(=O)(c1ccccc1)c1nc(-c2ccc(F)cc2)oc1N1CCCCCC1 | 5% | -21%[10.9 µM] | ? | 12% |
| CCc1ccccc1N1C(=O)N(Cc2ccccc2C)c2ccccc2S1(=O)=O | 2% | -18%[10.9 µM] | ? | -14% |
| CCC(Sc1nc(-c2ccc(F)cc2)nc2c1Cc1c(CO)cnc(C)c1O2)C(=O)Nc1ccc(F)cc1 (configuration not stated) | -3% | -10%[10.9 µM] | -1.1% | -2% |
| COc1cc(S(=O)(=O)NCCc2c(C)[nH]c3ccccc23)c(C)cc1C | 9% | -12%[10.9 µM] | ? | ? |
| COc1ccccc1C1/C(=C(/O)c2ccc(C)cc2)C(=O)C(=O)N1CC(C)O (configuration not stated) | 0% | -11% | 3.5% | 1% |
| Cc1ccc(/C(O)=C2\C(=O)C(=O)N(CCCN(C)C)C2c2ccccn2)cc1 (configuration not stated) | -6% | -5% | 0.9% | 2% |
| O=C(NC1CCS(=O)(=O)C1)OC1CCCCC1 (configuration not stated) | 13% | nt | -1.2% | -3% |
| CC1CCCC(C(=O)O)N1C(=O)CCSC(=O)c1ccccc1 (configuration not stated) | 2% | -10% | 3.5% | 3% |
| O=C(NNS(=O)(=O)c1ccccc1)c1cccnc1 | 3%[9.22 µM] | -10%[10.9 µM] | 1.3%[11.4 µM] | 2%[9.22 µM] |
| CC1CCCCN1C(=O)CSc1c2c(nc3cc(Cl)ccc13)CCCC2 (configuration not stated) | -13% | -16%[10.9 µM] | ? | 13µM* |
| O=c1oc(-c2ccco2)nc2c1cnn2-c1ccccc1 | 3% | 0% | ? | 6% |
| COc1ccc(Cn2c(SCc3ccc(C(=O)NC4CCCCC4)cc3)nc3ccncc32)cc1 | -2% | -15%[10.9 µM] | 5.1% | -1% |
| CC(=O)NC1CCC(C(=O)O)(c2ccccc2)C1 (configuration not stated) | 6% | 17% | 0.5% | -1% |
| Cc1nc2cc(-c3cccc(F)c3)nn2c(C)c1CCC(=O)N1CCN(c2ccccn2)CC1 | -6% | -18% | ? | -2% |
| Cc1ccc(S(=O)(=O)N(CC(=O)NCc2ccco2)C2CCCCC2)cc1 | -1% | nt | nt | 12% |

High-throughput results as filed in PubChem.
